# Screening data deposited in PubChem by several laboratories.
# Rtt109 HAT inh: blocks Candida albicans Rtt109/Vps75 acetyltransferase activity; inhibition, % at 34.9 µM; actives 0.16% (n = 330,000); Q5AAJ8; purified Rtt109/Vps75, ThioGlo CoA-SH fluorescence, 4 h; AID 540336;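 active = inhibition of at least 50% in every replicate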
# RTF Ca sens act: increases calcium sensitivity of human cardiac regulated thin filaments; activation, % at 7.2 µM; actives 0.24% (n = 340,000); IANBD-labeled TnC RTF fluorescence at EC20 calcium; 0% EC20 calcium, 100% full calcium; P19429+P45379;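 active = activation above the mean over all tested compounds plus 3 SD, cut at about 30% in these data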;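 also: rise in fluorescence read as greater calcium sensitivity of cardiac thin filaments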
# Keap1 Nrf2 FP: Keap1-Nrf2 (human) interaction inhibition; AID 504523; inhibition, % at 9.4 µM; actives 0.15% (n = 340,000); Keap1 Kelch-Nrf2 peptide fluorescence polarization, 1536-well; in the data active = inhibition above about 12%;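 also: human Keap1 Kelch domain with fluorescein labeled Nrf2 9mer peptide probe; 0% = neutral control wells and 100% = peptide positive control; higher means more block of Keap1 binding to Nrf2 peptide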
# C-LANA FP: blocks KSHV LANA C-terminal domain binding to DNA; AID 504423; MBP-C-LANA/FAM-LBS DNA binding, fluorescence polarization; inhibition, % at 9 µM; actives 0.078% (n = 340,000);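 active = highest replicate inhibition at or above 60% at 9 µM, even if other replicates fall short; inactive = all replicates below 60% inhibition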;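 also: 0% = neutral control wells and 100% = 4 µM acridine orange control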
# Cardiac RTF inh: cardiac RTF calcium desensitization | P19429+P45379 | IANBD-labeled cardiac RTF, Ca2+ fluorescence | inhibition, % at 7.15 µM | AID 493244 | actives 0.12% (n = 340,000);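 active = inhibition above the mean inhibition of all tested compounds plus 3 SD, cut at about 17% in these data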;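 also: assay run at fixed EC70 calcium of 1.6 mM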
# NSD2 HMT inh: NSD2 (human) methyltransferase inhibition | O96028 | NSD2 peptide methylation, AlphaScreen, 120 min | inhibition, % at 12.5 µM | actives 0.54% (n = 310,000); in the data active = inhibition above about 50%
# SUMO Mot1 rescue: inhibitors of SUMOylation pathway: yeast Mot1-301 growth rescue | S. cerevisiae Mot1-301 growth rescue, ATP luminescence, 38.5C; percent above DMSO median, 100 means doubled | growth rescue, % at 18.8 µM | actives 1% (n = 320,000);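 active = every valid replicate shows activation above 250% relative to neutral control wells; inactive = the rest, any valid replicate at or below 250%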;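 also: OY570 slx delta 5 strain wells were the positive control but not used for scaling; some compounds called inactive have numbers as strong as hits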
# CDK5 p35 inh: blocks human CDK5/p35 kinase activity; Q00535+Q15078; Recombinant CDK5/p35, ADP-Glo luminescence, 60 min; inhibition, % at 10 µM; actives 0.01% (n = 330,000); AID 488839;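 active = highest replicate inhibition of at least 50% and at least 75% of replicates reaching 50%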;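 also: plate controls were DMSO neutral control for no effect and GW8510 at 10 µM for full effect; many of its hits are not listed in these tables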
# Target sequence (Q00535 whole entry, looked up): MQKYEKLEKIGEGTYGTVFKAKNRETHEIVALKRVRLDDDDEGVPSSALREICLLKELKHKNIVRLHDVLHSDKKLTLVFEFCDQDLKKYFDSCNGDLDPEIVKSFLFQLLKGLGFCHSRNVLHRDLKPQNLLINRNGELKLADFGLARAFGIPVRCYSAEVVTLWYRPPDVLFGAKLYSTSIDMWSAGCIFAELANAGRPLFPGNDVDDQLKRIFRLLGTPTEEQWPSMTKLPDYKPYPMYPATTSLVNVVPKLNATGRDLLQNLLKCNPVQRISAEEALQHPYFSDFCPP
# Target sequence (Q15078 whole entry, looked up): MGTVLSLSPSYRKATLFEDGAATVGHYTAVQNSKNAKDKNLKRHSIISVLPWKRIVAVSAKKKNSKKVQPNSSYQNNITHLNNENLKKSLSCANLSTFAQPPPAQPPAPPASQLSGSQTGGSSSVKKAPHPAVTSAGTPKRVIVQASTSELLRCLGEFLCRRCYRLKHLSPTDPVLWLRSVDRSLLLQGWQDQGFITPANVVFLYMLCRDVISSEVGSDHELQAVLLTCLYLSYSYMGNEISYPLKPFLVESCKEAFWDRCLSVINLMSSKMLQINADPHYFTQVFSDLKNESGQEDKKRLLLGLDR
# PfHsp90 set2: reduces growth (ATP signal) of yeast expressing P. falciparum Hsp90 | inhibition, % at 9.4 µM | S. cerevisiae expressing PfHsp90, BacTiter-Glo ATP, 48 h; yeast lacking PDR1 and PDR3 efflux regulators | actives 0.32% (n = 310,000);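 active = every replicate shows inhibition above about 80%, whatever the replicate mean, limit read from the data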;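 also: 0% = DMSO neutral controls and 100% = 20 µM radicicol positive controls; yeast relying on Plasmodium falciparum Hsp90 in place of its own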
# dFosB activator: enhances mouse delta FosB homodimer DNA binding. P13346. purified delta FosB, TAMRA-CDK5 oligo fluorescence polarization; percent of positive-control signal above neutral wells. activation, % at 25 µM. actives 0.99% (n = 340,000). AID 493131;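 active = mean activation above about 17%, with every replicate also reaching it, limit read from the data, passing the limit was not always enough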;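 also: fluorescence polarization rise as delta FosB binds a TAMRA Cdk5 AP-1 oligo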
# Target sequence (P13346 whole entry, looked up): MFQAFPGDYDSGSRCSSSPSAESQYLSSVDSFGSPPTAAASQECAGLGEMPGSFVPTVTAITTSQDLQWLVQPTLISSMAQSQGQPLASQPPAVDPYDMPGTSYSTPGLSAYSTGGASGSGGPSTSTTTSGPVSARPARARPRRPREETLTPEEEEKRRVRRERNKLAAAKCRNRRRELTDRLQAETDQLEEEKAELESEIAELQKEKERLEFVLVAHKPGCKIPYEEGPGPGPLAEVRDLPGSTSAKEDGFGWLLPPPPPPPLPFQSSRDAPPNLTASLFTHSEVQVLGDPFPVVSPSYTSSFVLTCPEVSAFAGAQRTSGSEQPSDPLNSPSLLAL
# PvdQ acylase: P. aeruginosa PvdQ acylase inhibition; purified PvdQ acylase, fluorescence plate reader; inhibition, % at 10 µM; actives 0.063% (n = 340,000); in the data active = inhibition above about 30%, passing the limit was not always enough;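 also: 0% = vehicle neutral wells and 100% = reference inhibitor wells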
# Active calls of the source: *; / = no result given.
no.	Compound	Rtt109 HAT inh	RTF Ca sens act	Keap1 Nrf2 FP	C-LANA FP	Cardiac RTF inh	NSD2 HMT inh
1	O=C(NCc1ccc(Cl)cc1)C(=O)NCC1OCCN1S(=O)(=O)c1ccc2c(c1)OCCO2 (centres undefined)	-13	3	1	0.9	-2	/
2	COc1ccc(C2(c3ccc(OC)cc3)NC(=O)N(CC(=O)N(C)C)C2=O)cc1	5	-7	-4	0.1	10	-1
3	O=S(=O)(c1ccc(N2CCN(S(=O)(=O)c3ccc4c(c3)OCCO4)CC2)nc1)N1CCCC1	-2	-4	-1	-0.4	3	3
4	CCCCC[C@H](O)/C=C/C1=C(CCCCCCC(=O)O)C(=O)CC1	18	6	-3	2.9	9	/
5	Cc1ccc(-c2ccc(SCC(=O)N3CCN(c4ccccc4)CC3)nn2)cc1	5	-8	-2	-1.5	2	1
6	Cc1cccc(C)c1NC(=O)C(=O)NCC1CCCN1S(=O)(=O)c1cccs1 (centres undefined)	2	7	0	0.4	0	0
7	Cc1ccnc(NC(=S)NC(=O)/C=C/c2ccco2)c1	0	1	-4	1.6	-11	3
8	C=CCn1c(SCc2ccc(Cl)cc2)nc2c1c(=O)[nH]c(=O)n2C	3	1	-3	0.0	-6	3
9	Cc1nc2c(-c3ccc(F)cc3)cnn2c2c1CCC2	-5	0	2	-0.3	4	-5
10	CCCn1cc(CN2CCc3ccc(NC(=O)C4CCCO4)cc3C2)c(C)n1 (centres undefined)	-3	2	-1	0.6	-4	-1
11	CCN(CC)c1ccc(S(=O)(=O)N2CCCCC2)cc1NC(=O)C1=COCCO1	-10	-2	1	0.5	5	1
12	COc1ccc(C(=O)Nc2ccnn2C2CCN(C(=O)c3cccnc3)CC2)cc1	18	-2	3	-0.3	-4	0
13	Cn1nnnc1SCC(=O)Nc1ncc(Cl)cc1Cl	-9	-2	1	0.9	-9	-2
14	COc1ccc(NC(=O)c2c(N)no[n+]2[O-])cc1	1	2	-3	1.2	-4	-1
15	COc1ccccc1OCCn1cc(/C=N/n2cnnc2)c2ccccc21	10	-5	4	0.3	-2	-2

no.	SUMO Mot1 rescue	CDK5 p35 inh	PfHsp90 set2	dFosB activator	PvdQ acylase
1	4	-5.5	-1	-4	-14
2	-15	2.2	9	-5	-5
3	13	0.0	-15	3	-1
4	157	-1.0	0	-6	-7
5	0	0.8	13	-30	-14
6	-9	-0.4	-26	-10	-10
7	6	-1.6	11	-9	-6
8	419	0.4	15	-7	-13
9	583*	1.1	3	-11	-4
10	8	-0.4	3	-10	-4
11	11	0.4	18	-7	-5
12	1	0.6	-12	1	3
13	-12	2.4	/	5	-14
14	32	1.6	-9	21*	0
15	8	-1.3	-10	7	6

# (more compounds)
no.	Compound	Rtt109 HAT inh	RTF Ca sens act	Keap1 Nrf2 FP	C-LANA FP	Cardiac RTF inh	NSD2 HMT inh
16	CCOC(=O)c1nnn(-c2nonc2NC(C)=O)c1C	-11	2	-4	-0.9	-2	1
17	O=C(CSc1cccc2cccnc12)OCC(=O)c1ccc(Br)cc1	-9	1	-1	-1.0	-2	-2
18	O=C(Cn1cnc2ccccc2c1=O)NNC(=O)c1ccccc1F	-2	-1	-1	0.9	-3	2
19	Cn1c(OCc2ccc3c(c2)OCO3)nc2c1c(=O)n(Cc1cccc(Cl)c1)c(=O)n2C	-4	-3	-2	-0.4	-2	-2
20	COc1ccc(-c2c(C)cc3oc(=O)cc(-c4ccccc4)c3c2C)cc1	-2	-1	-6	1.1	-6	/
21	COc1cc2oc(=O)cc(-c3ccc(-c4ccc(F)c(Cl)c4)cc3)c2c(OC)c1OC	-1	0	1	-1.8	-2	/
22	CCCSC1=C(C#N)C(c2cccnc2)C(C(=O)OCC)=C(c2ccccc2)N1 (centres undefined)	4	0	0	1.5	-13	-1
23	COC(=O)c1ccc(NC(=O)Nc2ccc(F)c(Cl)c2)cc1	-14	3	-1	0.6	3	-7
24	CCN1C(=O)CC(N2CCC(C(=O)N3CCOCC3)CC2)C1=O (centres undefined)	4	-3	0	0.7	-5	0
25	CC(C)N(Cc1nc(-c2ccc(Cl)cc2)no1)C(=O)/C=C/c1ccccc1	/	2	-2	3.4	-55	-2
26	COc1ccc2c(c1)[nH]c1c(=O)n(CCC3=CCCCC3)cnc12	3	-5	-1	-1.6	-2	0
27	Cc1ccc2cc3cc(C(=O)N(CC(=O)NC4CCCC4)c4cccc(C)c4C)sc3nc2c1	-19	0	-3	2.3	5	0
28	CCC(=O)Nc1cc(C(=O)O)ccc1Sc1ccc(Cl)cc1	2	4	-6	-0.5	2	-1
29	CCCCN(CC)CCCNC(=O)c1csc2c1CCCCC2	-7	2	0	0.4	-7	10
30	O=C(/C=C/c1ccccc1Cl)c1ccc(O)cc1	-3	-3	-4	0.4	-4	16

no.	SUMO Mot1 rescue	CDK5 p35 inh	PfHsp90 set2	dFosB activator	PvdQ acylase
16	-35	0.6	-5	-4	3
17	-2	-2.8	-5	-3	-15
18	9	1.5	14	2	0
19	2	-0.2	12	11	-12
20	/	-0.6	11	-6	-11
21	/	-0.2	-19	-3	-2
22	-2	0.2	21	-2	-5
23	3	0.2	13	1	6
24	8	1.6	12	-2	-18
25	-12	-1.4	3	-5	10
26	-3	0.2	6	1	7
27	-3	-0.5	25	-15	-5
28	11	0.5	2	-7	3
29	9	-0.1	5	0	-1
30	12	-0.2	110*	-4	-10

# Arranged by number of heavy atoms (low to high): some entries from above
no.	Compound	Rtt109 HAT inh	RTF Ca sens act	Keap1 Nrf2 FP	C-LANA FP	Cardiac RTF inh	NSD2 HMT inh
14	COc1ccc(NC(=O)c2c(N)no[n+]2[O-])cc1	1	2	-3	1.2	-4	-1
28	CCC(=O)Nc1cc(C(=O)O)ccc1Sc1ccc(Cl)cc1	2	4	-6	-0.5	2	-1
29	CCCCN(CC)CCCNC(=O)c1csc2c1CCCCC2	-7	2	0	0.4	-7	10
2	COc1ccc(C2(c3ccc(OC)cc3)NC(=O)N(CC(=O)N(C)C)C2=O)cc1	5	-7	-4	0.1	10	-1
19	Cn1c(OCc2ccc3c(c2)OCO3)nc2c1c(=O)n(Cc1cccc(Cl)c1)c(=O)n2C	-4	-3	-2	-0.4	-2	-2
27	Cc1ccc2cc3cc(C(=O)N(CC(=O)NC4CCCC4)c4cccc(C)c4C)sc3nc2c1	-19	0	-3	2.3	5	0

no.	SUMO Mot1 rescue	CDK5 p35 inh	PfHsp90 set2	dFosB activator	PvdQ acylase
14	32	1.6	-9	21*	0
28	11	0.5	2	-7	3
29	9	-0.1	5	0	-1
2	-15	2.2	9	-5	-5
19	2	-0.2	12	11	-12
27	-3	-0.5	25	-15	-5

# Next section:
no.	Compound	Rtt109 HAT inh	RTF Ca sens act	Keap1 Nrf2 FP	C-LANA FP	Cardiac RTF inh	NSD2 HMT inh
31	COc1cccc(C(=O)Nc2c3c(nc4c2CCC4)CCCC3)c1	-3	6	0	0.5	-8	0
32	CCOc1cc(C(=O)Nc2ccc(S(=O)(=O)Nc3onc(C)c3C)cc2)cc(OCC)c1OCC	0	-2	-5	1.8	2	-2
33	COc1ccc(N2CC(C(=O)Nc3ccc(S(=O)(=O)N4CCOCC4)cc3)CC2=O)cc1 (centres undefined)	7	0	-2	0.5	-3	-3
34	CC1NC(=O)NC1CCCCC(=O)O (centres undefined)	-5	3	2	-1.5	-2	1
35	COC(=O)N/N=C(\C)c1ccccc1Br	0	-1	1	0.5	-6	2
36	CCOc1[nH]n(-c2ccccc2)c(=O)c1C=NCC(=O)OC	0	-5	-1	1.5	-2	-1
37	O=C(CCCOc1ccc(Cl)cc1Cl)N/N=C/c1ccc(Cl)cc1	-1	2	-3	0.6	-4	-2
38	O=C(c1ccc(C(F)(F)F)cc1)C1CCCN(Cc2cccn2-c2ncccn2)C1 (centres undefined)	6	2	-1	0.2	-6	2
39	Cc1noc(C)c1C(=O)OC(C)C(=O)NC(C)c1ccc(Cl)cc1Cl (centres undefined)	-1	1	0	-1.2	-11	-1
40	CCCS(=O)(=O)c1nc(S(=O)(=O)c2ccc(C)cc2)c(N2CCC3(CC2)OCCO3)s1	4	-2	2	1.3	-4	-4
41	CC1CCC(C(=O)NC(C(=O)N2CCN(c3ccccn3)CC2)C(C)C)CC1 (centres undefined)	-8	1	-1	0.8	-4	-1
42	O=C(COC(=O)COc1ccc2ccccc2c1)NC1CCCc2ccccc21 (centres undefined)	4	4	-4	1.1	3	-3
43	CCOc1cnc(-c2ccccc2F)o1	-8	7	3	0.5	10	-1
44	CCc1cccc(NS(=O)(=O)c2ccc3c(c2)NC(=O)CO3)c1	10	-3	-4	1.0	-1	0
45	CCOc1ccccc1NC(=O)c1cnccn1	-1	-1	6	2.6	-9	7
46	O=C(COC(=O)C(Cc1ccccc1)NC(=O)c1ccco1)NC1CC1 (centres undefined)	-2	1	0	-0.1	1	-1
47	Cc1cc(C)n2nc(SCC(=O)N3CCN(c4ccc(F)cc4)CC3)nc2n1	-2	4	-6	0.4	-7	3
48	O=C(Nc1cccc(Cl)c1)Nc1ccc2c(c1)C(=O)OC2	-10	-7	3	-0.3	-3	0

no.	SUMO Mot1 rescue	CDK5 p35 inh	PfHsp90 set2	dFosB activator	PvdQ acylase
31	-13	1.2	-5	-11	-13
32	-13	-0.3	/	-3	-3
33	-9	-2.6	-20	-10	-17
34	340	-0.1	-10	-3	-11
35	27	-0.7	-8	1	-4
36	-2	-2.2	/	0	-14
37	-9	-0.8	-13	-1	-9
38	-3	-0.1	-9	0	2
39	1	-2.2	22	-1	-18
40	190	0.1	4	-2	-2
41	-25	-1.1	4	-3	-10
42	158	0.8	-5	-9	-2
43	12	1.7	-7	-2	12
44	-14	0.3	-5	1	1
45	7	0.5	-8	-1	-14
46	149	-2.0	1	4	-6
47	1	-0.2	4	-2	-18
48	2	-1.4	12	5	-7
